Dynein cargo inh: dynein cargo transport inhibition; 3617.4 mouse cells, GR-EGFP nuclear translocation imaging; test concentration mostly 20 µM; stimulated with dexamethasone, 1 µM; active compounds read low; z-score, hits read low; 220,000 tested, 0.47% active;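 active means plate z-score of nuclear minus cytoplasmic receptor signal below a set negative limit, without overly bright fluorescence or cell loss, cut at about -3.5 in these data, passing the limit was not always enough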;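 further: z-score of nuclear minus cytoplasmic ring GR-EGFP intensity difference per well; some compounds called inactive have numbers as strong as hits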
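medium = tetracycline-free induction medium containing charcoal-stripped FBS | probe or stimulus = dexamethasone, 1.0 µM final | timing = 48 h induction, then 1 h compound, then 30 min agonist, 37 °C | detection = automated 10x imaging of fixed Hoechst-stained cells | read-out basis = nuclear versus cytoplasmic GR-EGFP signal, averaged per well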
MT stabilizer: microtubule stabilization, imaging screen | HeLa tubulin immunostaining HCS, 24 h; share of cells brighter than vehicle mean+2SD | % tubulin-high responders, % at 10 µM | 200,000 tested, 0.83% active | AID 2205;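 active means plate Z-score above 3 for both tubulin-high and condensed-nucleus cell shares, with cell loss under 80%, at 10 µM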;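 further: anti alpha tubulin signal scored within the nucleus-defined area of each cell; some results filed as inactive read as strong as hits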
NOD1 NF-kB reporter: inhibition of NOD1-driven NF-kB reporter – cell-based, luminescence, uHTS, primary screen (AID 1578); inhibition, % at 4 µM; hits with a dose series show EC50 in µM; NOD1-driven NF-kB luciferase reporter cells, luminescence; higher % means a stronger effect; 290,000 tested, 1% active; in the data active means inhibition mostly above about 36%, no sharp cut-off; inactive means mostly below about 34%;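 further: HEK-293T reporter cells stimulated with the NOD1 agonist gamma-tri-DAP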
bCat nuc transl: modulators of beta-catenin nuclear translocation; HeLa beta-catenin nuclear translocation, immunofluorescence imaging; nuclear translocation activity, % at 5 µM; 190,000 tested, 0.3% active; AID 1665;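 active means nuclear translocation activity above 50% at 5 µM, with a well cell count of 50 or more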;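 further: per-cell ratio of nuclear to cytoplasmic median beta-catenin stain intensity; plate controls were DMSO negative control for no effect and GSK-3 inhibitor IX positive control for full effect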
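Technique: fluorescence imaging of beta-catenin antibody stain plus DAPI / Material: human HeLa cell line / Incubation: compound treatment 24 h, 37°C, 5% CO2 / Read-out basis: % activation of per-cell nuclear versus cytoplasmic median beta-catenin signal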
Yfh1-off respiration: mitochondrial function rescue without frataxin homolog – Friedreich's ataxia, plus single-dose screen, dose response (AID 1465); 220,000 tested, 0.074% active; one-dose fold induction at 50 µM; EC50 in µM for titrated hits; S. cerevisiae Yfh1-off respiration, WST-1 reduction, 72 h; higher fold induction means a stronger effect;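 active means fold induction of absorbance versus untreated yeast above a set limit, then at least 30% activation at any dose in follow-up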;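 further: activators that raise dye reduction in frataxin-depleted yeast; strong numbers were not always called active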
Autophagy mod: modulators of autophagy; MEF GFP-LC3 puncta imaging; test concentration mostly 10 µM; calls only at 10 µM (by protocol); 190,000 tested, 0.98% active; AID 463193;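 active means percentage of spot-positive cells more than 3 SD above its plate mean, without a fluorescence outlier flag or 80% toxicity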;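 further: spot-positive cell cutoff set from DMSO-treated cells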
Ins promoter up: MIN6 insulin promoter up-regulation. AID 1625. z-score at 5 µM. MIN6 insulin promoter-GFP reporter, high-content imaging; active compounds read high. 190,000 tested, 0.3% active;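 active means z-score above 3 at 5 µM with at least 500 cells counted in the well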
HEK293 NOD2/NF-kB: inhibition of NOD2-driven NF-kB reporter – cell-based, luminescence, uHTS, HEK293 (AID 1566) | HEK293 NOD2/NF-kB luciferase reporter, luminescence; higher % means a stronger effect | inhibition, % at 4 µM; hits with a dose series show EC50 in µM | 290,000 tested, 0.63% active; in the data active means inhibition above about 50%; further: many of its hits are not listed in these tables
P. falciparum M17LAP: P. falciparum M17LAP inhibitors, primary screen, biochemical, fluorogenic H-Leu-NHMec substrate, 1536-well (AID 1619). one-dose inhibition, % at 30 µM; IC50 in µM for titrated hits. 220,000 tested, 0.38% active. recombinant M17LAP, H-Leu-NHMec fluorogenic kinetic assay; higher % means a stronger effect;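 active means compound inhibiting the enzyme by more than half at any dose during confirmatory dose-response retesting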;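 further: plate controls were full reaction with DMSO carrier for no effect and no enzyme background for full effect; strong numbers were not always called active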
Dynein cargo inh cytoplasmic EGFP: second read-out of Dynein cargo inh, no call of its own (marks repeat the call); z-score; measured here: cytoplasmic GR-EGFP intensity; active compounds read high
Dynein cargo inh nuclear GR-EGFP: also measured in Dynein cargo inh; calls as there; z-score; measured here: nuclear GR-EGFP intensity;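 lower value marks the stronger effect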
Dynein cargo inh cell count: recorded beside Dynein cargo inh, whose call it bears; z-score; measured here: cell count per field
Ins promoter up cell count: second read-out of Ins promoter up, no call of its own (marks repeat the call); cell count; measured here: cytotoxicity, nuclei count;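 total cells summed across four imaged fields per well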
bCat nuc transl cell count 5 µM: recorded beside bCat nuc transl, whose call it bears; cell count; measured here: cell count, cytotoxicity flag
MT stabilizer Hoechst-high %: second read-out of MT stabilizer, no call of its own (marks repeat the call); % Hoechst-high responders; measured here: nuclear condensation Hoechst responders;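 share of cells brighter than vehicle mean plus two SD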
MT stabilizer cytotoxicity %: also measured in MT stabilizer; calls as there; toxicity, %; measured here: cytotoxicity by cell density;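 0% = mean cell density of plate MIN control wells and 100% = no cells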
Autophagy mod cell loss 18 h: also measured in Autophagy mod; calls as there; toxicity, %; measured here: cell loss, nuclei count;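 cell loss after 18 h compound exposure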
Starred values were filed as active, the others as inactive; i = inactive; nt = not tested or not shown.

SMILES	Dynein cargo inh	Dynein cargo inh cytoplasmic EGFP	Dynein cargo inh nuclear GR-EGFP	Dynein cargo inh cell count	MT stabilizer	MT stabilizer Hoechst-high %	MT stabilizer cytotoxicity %	NOD1 NF-kB reporter	bCat nuc transl	bCat nuc transl cell count 5 µM	Yfh1-off respiration	Autophagy mod	Autophagy mod cell loss 18 h	Ins promoter up	Ins promoter up cell count	HEK293 NOD2/NF-kB	P. falciparum M17LAP
O=C(NC12CC3CC(CC(C3)C1)C2)N1CCN(C2CCCCC2)CC1	0.43	-0.072	0.93	-0.96	3.8	2.9	6.4	-16%	1.3	1009	i	i	6	-0.21	1227	3%	-3%
COc1cccc(C2=NOC(C(=O)Nc3ccc(OC)c(OC)c3)C2)c1 (stereo not given)	0.1	-0.29	-0.046	0.13	3.6	2.0	0.6	nt	-2.1	1448	i	i	20	-0.29	1258	22%	-7%
CCOC(=O)CSc1nnc(Cn2nnc(-c3ccccc3)n2)n1CC	-1.2	-0.21	-0.53	0.73	2.2	2.1	6.6	-9%	-1.5	1061	i	i	-9	-0.16	1852	3%	-1%
Cc1oc(C(C)(C)C)cc1C(=O)NC1CCN(Cc2ccccc2)CC1	-0.84	-0.15	-0.52	0.41	nt	nt	nt	-7%	-1.4	1170	i	nt	nt	0.34	1425	10%	-1%
COc1ccc2nc(/C=N/NC(=O)CCNC(=O)OC(C)(C)C)ccc2c1	-0.24	-0.15	0.25	0.1	nt	nt	nt	5%	-0.1	1320	i	nt	nt	nt	nt	23%	-63%
O=S(=O)(NC(=S)NC1CCCCC1)c1ccc(Br)cc1	-0.56	-0.28	-0.18	0.055	1.2	1.2	6.7	-15%	-0.7	1024	i	i	10	0.59	1635	18%	6%
C[n+]1ccc(/C=C/c2ccc(Br)cc2)cc1	0.81	-0.18	0.53	-0.96	7.3	3.2	12	20%	nt	nt	nt	i	19	nt	nt	19%	23%
Cc1ccc(NCc2ccccc2O)c(C)c1	-1	0.12	-0.58	0.49	0.7	1.9	2.7	-40%	1.2	1181	i	i	-3	0.36	1110	-5%	-3%
CCCC(=O)Nc1sc(C(=O)Nc2cccc(N)c2)c(C)c1C(=O)OC	-0.24	-0.32	0.34	1.2	0.7	1.4	7.8	-36%	-0.6	994	i	i	26	-0.41	1379	-55%	nt
COc1cc(OC)cc(-c2nnc(N(C)C(=O)c3ccncc3)s2)c1	-0.39	0.042	-0.28	-0.35	2.4	1.3	8.8	-24%	-3.3	1080	i	i	11	-0.45	1517	-1%	3%
O=C1c2cccc3cccc(c23)C(=O)N1CCCc1n[nH]c(=S)n1-c1ccccc1	-0.56	0.043	0.11	0.18	1.3	1.8	10	-10%	-0.4	1456	i	i	23	0.02	1431	19%	2%
COc1cc(S(=O)(=O)NCC2COCCO2)ccc1-n1cnnn1 (stereo not given)	-1	-0.35	-0.4	0.29	5.9	3.8	9.8	-4%	-4.7	1191	i	i	0	-0.06	518	6%	-4%
COc1ccc(CCNC2CC(=O)N(C3CCCCC3)C2=O)cc1OC (stereo not given)	-0.23	-0.27	0.081	0.56	1.3	1.4	7.7	-7%	0.7	908	i	i	-37	-0.44	1660	6%	-9%
Cc1nc2c(C#N)c(-c3ccc(Cl)cc3)ccn2n1	0.25	0.0052	0.57	-0.57	5.9	1.3	15	-10%	1.5	1278	i	i	23	nt	nt	20%	-6%
Cc1cccc(CSC2=NCCN2C(=O)c2ccco2)c1	-0.62	-0.18	-0.27	0.047	3.3	2.7	1.0	-20%	nt	nt	i	i	-4	-1.9	966	9%	-4%
O=C(NCCc1ccncc1)Nc1ccccc1Cl	0.073	-0.32	-0.052	0.57	2.2	1.8	10	-6%	nt	nt	i	i	1	nt	nt	15%	-9%
c1ccc(C2C3=C(CCCC3)Nc3ncnn32)cc1 (stereo not given)	0.12	-0.44	-0.12	0.14	2.3	1.9	4.2	-9%	-2.6	929	i	i	10	-0.19	1278	-14%	3%
CN1CCN(C(=S)Nc2ccc(Oc3ccccc3)cc2)CC1	0.74	-0.27	0.17	0.34	1.6	2.1	11	7%	2.0	1098	i	i	5	0.11	1461	-4%	-4%
COC(=O)c1cc(C(=O)N(Cc2ccccc2)c2ccccn2)cc([N+](=O)[O-])c1	-0.15	-0.22	-0.31	-0.069	3.9	2.1	2.8	-45%	-0.7	528	i	i	4	-0.27	1167	3%	0%
COc1cc2c(cc1OC)C(Nc1ccc(S(N)(=O)=O)cc1)=NC(C)(C)C2	0.37	-0.26	0.24	0.48	2.2	2.1	10	-14%	-3.4	550	i	i	15	-0.31	1438	8%	4%
COc1ccc(/C=N/Nc2ncnc3c2[nH]c2ccc(C)cc23)c(OC)c1OC	-0.37	-0.22	-0.11	0.0033	nt	nt	nt	-1%	-0.4	1323	i	nt	nt	-1.2	945	-57%	-1%
O=C(NCC(O)c1ccccc1)c1cccc(S(=O)(=O)N2CCOCC2)c1 (stereo not given)	0.13	-0.11	0.42	-0.35	3.9	2.5	2.2	-24%	-0.8	1034	i	i	3	-0.74	1296	4%	7%
COc1ccc(NC(=O)C2CC(=O)n3c(nc4ccccc43)N2)cc1 (stereo not given)	3.6	0.019	3	-3.6	nt	nt	nt	-2%	-0.8	1333	i	nt	nt	nt	nt	6%	1%
O=c1cc(N2CCOCC2)cnn1-c1ccccc1	-0.51	-0.26	-0.62	0.57	3.3	3.9	8.6	-5%	1.0	911	i	i	4	0.38	1233	-13%	7%
CC(C)=C1SC(N2CCN(c3ccc(Cl)cc3)CC2)=NC1=O	-0.11	-0.051	0.14	-0.7	2.4	3.0	7.1	-2%	0.1	1081	i	i	1	-1	1172	16%	14%
COC(=O)COc1ccc(NC(=O)c2ccco2)cc1	0.69	-0.098	0.85	-0.76	nt	nt	nt	-10%	0.0	1291	i	nt	nt	-0.19	1034	-9%	6%
CC(=O)Nc1cc(NC(=O)CCCC(=O)O)ccc1Cl	-1.1	-0.35	-0.34	0.82	2.3	2.2	8.5	-2%	-2.4	919	i	i	-9	0.99	1290	11%	12%
COC(=O)COn1c(SCC(=O)OC)nc2ccccc2c1=O	2.4	0.56	2.4	-1.1	4.7	1.4	3.2	1%	-0.2	1202	i	i	13	1.6	1137	16%	-3%
O=C(Cn1cc(-c2nnnn2-c2ccc(Cl)cc2)c(=O)c2ccccc21)c1ccccc1	-0.53	-0.18	-0.39	0.2	4.7	1.9	2.9	-12%	-1.7	936	i	i	17	-0.23	1522	6%	0%
COc1ccc(-c2nnnn2C(C)C)cc1	-0.25	-0.24	0.33	0.31	nt	nt	nt	15%	-0.6	1370	i	nt	nt	0.32	1025	7%	1%
CCCCCNC(=O)c1ccc2c(=O)n(CCCOCC)c(=S)[nH]c2c1	1.4	-0.3	0.88	-0.45	1.7	1.7	0.1	-6%	nt	nt	i	i	-2	-0.05	1228	-3%	13%
O=C(NCCN1CCOCC1)C12CC3CC(C1)CC(c1ccccc1)(C3)C2	0.021	-0.29	0.3	0.88	1.8	1.6	3.4	-11%	-3.3	1106	i	i	-20	-0.92	1536	-6%	-5%

Compounds from the list above that contain a Cl atom (5):
SMILES	Dynein cargo inh	Dynein cargo inh cytoplasmic EGFP	Dynein cargo inh nuclear GR-EGFP	Dynein cargo inh cell count	MT stabilizer	MT stabilizer Hoechst-high %	MT stabilizer cytotoxicity %	NOD1 NF-kB reporter	bCat nuc transl	bCat nuc transl cell count 5 µM	Yfh1-off respiration	Autophagy mod	Autophagy mod cell loss 18 h	Ins promoter up	Ins promoter up cell count	HEK293 NOD2/NF-kB	P. falciparum M17LAP
Cc1nc2c(C#N)c(-c3ccc(Cl)cc3)ccn2n1	0.25	0.0052	0.57	-0.57	5.9	1.3	15	-10%	1.5	1278	i	i	23	nt	nt	20%	-6%
O=C(NCCc1ccncc1)Nc1ccccc1Cl	0.073	-0.32	-0.052	0.57	2.2	1.8	10	-6%	nt	nt	i	i	1	nt	nt	15%	-9%
CC(C)=C1SC(N2CCN(c3ccc(Cl)cc3)CC2)=NC1=O	-0.11	-0.051	0.14	-0.7	2.4	3.0	7.1	-2%	0.1	1081	i	i	1	-1	1172	16%	14%
CC(=O)Nc1cc(NC(=O)CCCC(=O)O)ccc1Cl	-1.1	-0.35	-0.34	0.82	2.3	2.2	8.5	-2%	-2.4	919	i	i	-9	0.99	1290	11%	12%
O=C(Cn1cc(-c2nnnn2-c2ccc(Cl)cc2)c(=O)c2ccccc21)c1ccccc1	-0.53	-0.18	-0.39	0.2	4.7	1.9	2.9	-12%	-1.7	936	i	i	17	-0.23	1522	6%	0%

Bioassay records: PubChem, several laboratories

The list is partial; count on the stated rates, not on these rows.
